CCT chaperon mod = modulators of cytosolic chaperonin (CCT/TRiC) activity; purified chaperonin ATPase assay, HTRF ADP detection, 30 min; activity change, % (test concentration not listed), hits read low; 360,000 tested, 0.3% active; in the data active = activity change below about -30%; note: % is set by controls: 0 for no effect and ±100 for the full control effect
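ATPase activity: ADP formed was measured by HTRF Transcreener (665/615 nm ratio) after 30 min at 37 deg C with 10 uM ATP. Compounds screened at one 76 uM concentration against 40 or 20 nM TRiC in Tris pH 7.4/KCl/MgCl2/DTT buffer.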
Mm-Cpn inhibitor = M. maripaludis TRiC chaperonin inhibition; 330,000 tested, 0.031% active; purified Mm-Cpn ATPase, ADP Transcreener TR-FRET; Potency, µM (highest dose often 76.9 µM), for inactives: top-dose activity, negative = inhibition, hits mostly inhibitors; AID 504842; note: potency is the fitted concentration of half-maximal effect; % is set by controls: 0 for no effect and ±100 for the full control effect; nearly all actives have a fitted effect of over 80% in size
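Quantitative HTS used 25 nM Mm-CPN and 10 uM ATP in magnesium/KCl Tris buffer, pH 7.4, with 1 mM DTT. Hydrolysis ran 30 min at 37°C; ADP was read by HTRF.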
PTHR1 agonist = PTHR1 (human) receptor agonism. 410,000 tested, 0.075% active. Potency, µM (series often up to 115 µM), for inactives: at the top dose activation, usual class: activators. HEK293 GP2 PTHR1 cells, GloSensor cAMP luminescence, 1 h. Q03431; note: potency is the fitted concentration of half-maximal effect; nearly all actives have a fitted effect of over 55% in size; some results filed as inactive show a strong effect at the top dose; inactives centre near -15; many of its hits are not listed in these tables
Target sequence (Q03431 whole entry, looked up): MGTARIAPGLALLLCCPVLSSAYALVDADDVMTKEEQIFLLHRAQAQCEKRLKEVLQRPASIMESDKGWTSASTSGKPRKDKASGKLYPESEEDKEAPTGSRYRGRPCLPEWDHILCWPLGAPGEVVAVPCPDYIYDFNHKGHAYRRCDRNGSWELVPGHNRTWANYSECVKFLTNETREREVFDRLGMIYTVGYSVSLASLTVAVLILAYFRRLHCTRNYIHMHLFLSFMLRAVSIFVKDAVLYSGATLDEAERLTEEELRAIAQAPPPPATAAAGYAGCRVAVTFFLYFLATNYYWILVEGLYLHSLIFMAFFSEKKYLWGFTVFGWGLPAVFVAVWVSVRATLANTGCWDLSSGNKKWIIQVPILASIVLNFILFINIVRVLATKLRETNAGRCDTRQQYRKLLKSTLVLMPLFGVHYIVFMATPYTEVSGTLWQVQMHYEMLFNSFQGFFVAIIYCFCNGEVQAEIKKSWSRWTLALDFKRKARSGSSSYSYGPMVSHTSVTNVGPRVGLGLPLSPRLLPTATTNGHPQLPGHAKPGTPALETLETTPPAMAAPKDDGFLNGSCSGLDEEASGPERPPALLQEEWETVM
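HEK-293-derived GP2 cells expressing PTHR1 and a GloSensor cAMP reporter, 3,000/well, plated overnight, given luciferin plus IBMX (each 0.5 mM as added) for 1 h at 37 °C, then compound for 1 h at 37 °C. Luminescence was read after 15 min at room temperature.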
D3 antag = blocks the human D3 dopamine receptor; P35462; D3R cells, DiscoveRx beta-arrestin luminescence, antagonist mode; active compounds read low; max response, negative = inhibition, %; 360,000 tested, 2.5% active; AID 652054; in the data active = max response below about -50%; inconclusive = no clear call, values can overlap the other calls; note: % is set by controls: 0 for no effect and ±100 for the full control effect; mostly tested at two doses, the higher about 12 µM
Target sequence (P35462 whole entry, looked up): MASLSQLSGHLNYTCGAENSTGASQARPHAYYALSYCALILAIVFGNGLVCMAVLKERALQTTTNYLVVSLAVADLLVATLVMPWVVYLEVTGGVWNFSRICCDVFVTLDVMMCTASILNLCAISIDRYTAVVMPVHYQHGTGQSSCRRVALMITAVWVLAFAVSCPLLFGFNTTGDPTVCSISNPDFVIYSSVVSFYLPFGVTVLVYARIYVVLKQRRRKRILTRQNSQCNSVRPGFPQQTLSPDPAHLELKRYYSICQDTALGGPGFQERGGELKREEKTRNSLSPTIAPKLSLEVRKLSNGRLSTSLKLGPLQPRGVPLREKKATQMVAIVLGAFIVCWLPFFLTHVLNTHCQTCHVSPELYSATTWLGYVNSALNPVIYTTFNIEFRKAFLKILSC
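Cells plated overnight at 1500 cells/well, then exposed to library compounds with dopamine controls for 90 minutes at 37 degrees C. DiscoveRx reagent added for 30–60 minutes at room temperature; luminescence read, quantitative HTS format.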
D3 ag = agonists of human D3 dopamine receptor. D3R DiscoveRx beta-arrestin cells, luminescence, 90 min. P35462. max activation, %. 410,000 tested, 0.58% active; in the data active = max activation above about 30%; note: 0% is about no effect; mostly tested at two doses, the higher about 12 µM
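Agonist mode: compounds and dopamine controls were applied to plated cells for 90 min at 37 degrees C after an overnight attachment at 1500 cells/well. Luminescent read-out followed 30 - 60 minutes at room temperature with DiscoveRx detection reagent.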
pAkt inh = Akt phosphorylation inhibition; Neuro2A IGF-stimulated pAkt S473 HTRF, 20 min; active compounds read low; activity change, % for hits at 50 µM; 360,000 tested, 0.32% active; in the data active = activity change below about -80%; inconclusive = mostly about -51% to -80%; note: % is set by controls: 0 for no effect and ±100 for the full control effect
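Neuro2A cells (4,500/well, DMEM with 0.5% FBS) were treated with compound at a single 50 µM final concentration, stimulated with 6 nM IGF for 20 min at 37 °C, and lysed. Phospho-Akt Ser473 was read by HTRF as 665/615 ratio ×10^4.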
EPAC2 antagonist = blocks human EPAC2 exchange factor. Q8WZA2. EPAC2 GEF exchange of Rap1B-BODIPY-GDP, fluorescence. Potency, µM (series often up to 114 µM), inactives show at the highest dose activity, negative = inhibition, usual class: inhibitors. 360,000 tested, 0.18% active; note: potency is the fitted concentration of half-maximal effect; % is set by controls: 0 for no effect and ±100 for the full control effect; nearly all actives have a fitted effect of over 45% in size; many of its hits are not listed in these tables
EPAC2 ag = activates human EPAC2 exchange factor | AID 720711 | EPAC2 activation, biochemical qHTS; response scale: 100% = 6.5 mM cAMP response | 360,000 tested, 0.079% active | Potency, µM (highest dose often 154 µM), for inactives: top-dose activation, hits mostly activators; note: potency is the fitted concentration of half-maximal effect; nearly all actives have a fitted effect of over 50% in size
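Nucleotide exchange monitored as fluorescence drop when BODIPY-GDP leaves Rap1B. Reaction: 100 nM EPAC2, 250 nM RAP1B-BODIPY-GDP, 50 uM GDP, room temperature, kinetic read over 30 min. Activity expressed relative to 6.5 mM cAMP.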
Active calls of the source: *; i = inactive; u = inconclusive; x = not tested or not shown; & = joins results of further samples; [ ] = dose if it differs, or a comment. Unless noted, calls come from the whole dose curve; as a rule, active = well fitted curve in the direction sought with a large enough effect; inconclusive = small, poorly fitted or top-dose-only effect, or another doubt; inactive = no such curve, though single readings can be large; an effect the other way counts as inactive or inconclusive. The list is partial (hit frequency here may not be typical).

SMILES	CCT chaperon mod	Mm-Cpn inhibitor	PTHR1 agonist	D3 antag	D3 ag	pAkt inh	EPAC2 antagonist	EPAC2 ag
CC(=O)c1ccc(NC(=O)Nc2ccc([N+](=O)[O-])cc2C)cc1	-1.6	-2%	-34%[inhibitor]	-18	-6	i	10%	-6%
CCOC(=O)C1CCN(C(=O)CNS(=O)(=O)c2ccc(Br)s2)CC1	-2.0	-3%	i	u	1	x	-5%	-6%
CCOC(=O)c1ccc(NS(=O)(=O)CC)cc1	-1.0	0%	i	0	3	i	6%	1%
CC(=O)Nc1ccc(NCc2ccc(C)s2)cc1	-2.7	-3%	-2%	7	4	i	7%	0%
COc1cccc(NC(=O)CN(C)C(=O)c2ccc(Cl)c(S(=O)(=O)N3CCCCCC3)c2)c1	-1.5	-15%	-30%[inhibitor]	-7	-15	i	-12%	8%
NC(=O)Nc1ccccc1C(=O)NCCc1ccccc1	-1.0	0%	i	7	-5	i	9%	1%
CC(C)(C)n1nnnc1C(c1ccncc1)N1CCCCCC1 (configuration not stated)	-1.1	2%	i	2	10	i	7%	2%
O=C1C(c2ccc(F)cc2)N(C2CCCCC2)C(=O)CN1C1CCCC1 (configuration not stated)	1.6	1%	i	-11	0	i	15%	10%
Cn1c(=O)oc2cc(S(=O)(=O)N3CCC(C(=O)NCc4ccc(F)cc4)CC3)ccc21	-2.1	0%	-34%[inhibitor]	u	-12&2	i	13%	-6%
Cc1ccc(C2SCC(C(=O)O)N2C(=O)c2ccc(F)cc2)cc1 (configuration not stated)	0.8	2%	-8%	9	2	i	12%	-3%
Cc1ccc(/C=N\NC(=O)/C(=C\Nc2nccc(C)n2)NC(=O)c2ccccc2)cc1	-1.5	-1%	-11%	0	-13	i	3%	-7%
CC(=O)Nc1ccc(Cl)cc1-c1ccccc1	2.8	x	i	-23	-6	i	24%	5%
CCc1cccc(NC(=O)C2CCCN(S(=O)(=O)c3cccnc3)C2)c1 (configuration not stated)	-5.5	-2%	i	-4	-9	x	-8%	9%
NS(=O)(=O)c1ccc(CNC(=O)CSc2ccccc2)cc1	0.2	1%	i	-5	-3	i	7%	9%
Cc1nnc(SCC(=O)NCCc2ccccc2)s1	-1.1	1%	-17%	-12	0	i	3%	9%
CCn1c(SC(C)C(=O)Nc2nnc(C)s2)nnc1-c1ccco1 (configuration not stated)	2.3	0%	i	-11	-1	i	17%	1%
COc1ccc(C(C)=O)cc1COC(=O)c1cc(C)oc1C	2.5	0%	i	0	5	i	-6%	4%
O=C(Nc1nc(-c2ccccc2)cs1)c1cccc(S(=O)(=O)N2CCN(Cc3ccccc3)CC2)c1	-23	-22%	i	14	0	i	15%	2%
CN1CCN(C(=S)c2ccc(-c3cccc(Cl)c3Cl)o2)CC1	-0.6	-3%	-27%	12	-9	i	10%	14%
CCOC(=O)N1CCC(N2C(=O)c3ccc(C(=O)O)cc3C2=O)CC1	1.9	2%	i	-14	-7	i	4%	6%
Cc1ccc(CC(=O)Nc2ccc([N+](=O)[O-])cc2C)cc1	-2.9	2%	i	0	4	i	1%	2%
Cc1cccc2c1c1ccc3c(c1n2C)C(=O)C=CC3=O	-0.2	-6%	-7%	-28	0	i	-28%	7%
CN(C)S(=O)(=O)c1ccc2c(c1)C(=O)c1cc(S(=O)(=O)N(C)C)ccc1CC2	x	-30%	-51%[inhibitor]	x	x	x	-7%	10%
CC(C)(Oc1ccc(CCNC(=O)c2ccc(Cl)cc2)cc1)C(=O)O	1.1	-1%	-22%	15	22&11	i	-1%	3%
COCC(=O)N(C)[C@H]1C[C@H]2c3cc(Oc4ccccc4C)ccc3CCN2C(=O)[C@H]1[C@H](C)O	-3.0	x	-2%	-9	-12	i	9%	4%

Laid out differently: two of the compounds above
Structure | CCT chaperon mod | Mm-Cpn inhibitor | PTHR1 agonist | D3 antag | D3 ag | pAkt inh | EPAC2 antagonist | EPAC2 ag
CCc1cccc(NC(=O)C2CCCN(S(=O)(=O)c3cccnc3)C2)c1 (configuration not stated) | -5.5 | -2% | i | -4 | -9 | x | -8% | 9%
NS(=O)(=O)c1ccc(CNC(=O)CSc2ccccc2)cc1 | 0.2 | 1% | i | -5 | -3 | i | 7% | 9%

(list continues)
SMILES	CCT chaperon mod	Mm-Cpn inhibitor	PTHR1 agonist	D3 antag	D3 ag	pAkt inh	EPAC2 antagonist	EPAC2 ag
O=C(c1ccccc1-c1nc(-c2ccc(F)cc2)no1)N1CCCC1	0.8	0%	i	4	-2	i	-3%	-11%
CC1CCCCN1CC(O)COc1ccc(OCC(O)CN2CCCCC2C)cc1 (configuration not stated)	-1.4	0%	-18%	-18	-6	i	-2%	7%
COc1ccccc1OCCCCCc1c(C)n[nH]c1C	-0.2	3%	10%[57.5 µM]	12	23	i	-5%	1%
COC(=O)CNC(c1ccccc1)c1cc(C)ccc1NC(=O)CNC(=O)OCc1ccccc1 (configuration not stated)	-1.1	-2%	i	13	-1	i	-1%	7%
COc1cccc(NC(=O)CN(C)C(=O)CC2Sc3ccccc3NC2=O)c1 (configuration not stated)	1.7	3%	-26%	13	4	i	-4%	-4%
Cc1cc(C)c(NC(=O)CSc2nc3ncc(Cl)cc3[nH]2)c(C)c1	1.8	1%	-3%	7	17	i	3%	-2%
C/C(Cn1nnc([N+](=O)[O-])n1)=N\NC(=O)c1ccc(O)cc1O	0.6	-2%	i	6	-1	i	-10%	-5%
CC(C)CC(NC(N)=O)C(=O)NCc1ccccc1Cl (configuration not stated)	-1.8	-1%	i	9	2	i	-8%	3%
COc1cc(NC(=O)Cn2c([N+](=O)[O-])cnc2C)c(OC)cc1Cl	-0.7	1%	12%	6	-9	i	16%	0%
COCC(=O)Nc1ccccc1NC(C)=O	0.7	-1%	i	36	4	i	11%	0%
Cc1cc(C)n(-c2nc(-c3ccccc3)cs2)n1	1.2	3%	i	54	1	i	2%	12%
CCc1cc[n+](C2=C([O-])c3ccccc3C(=O)/C2=N\S(=O)(=O)c2cccs2)cc1	1.7	-4%	-13%	-6	-18	i	-1%	-5%
CNC(=O)c1cc(NC(=O)CCn2nc(-c3ccc(C)cc3)c3ccccc3c2=O)ccc1OC	-0.1	-7%	-15%	6	1	i	3%	0%
CN(C(=O)c1ccncc1)C1CCS(=O)(=O)C1 (configuration not stated)	1.3	-2%	-9%[57.5 µM]	5	10	i	11%	1%
CCOC(=O)CNS(=O)(=O)Cc1ccccc1	-0.6	3%	-15%	9	2	i	-1%	2%
O=C(NCc1cccnc1)C(=O)NCC1OCCN1S(=O)(=O)c1ccc(Cl)cc1 (configuration not stated)	1.9	0%	-66%[inhibitor]	-20	4	i	-6%	1%
Cc1ccc(C)c2[nH]c(=O)c(CCNC(=O)c3cc4ccccc4o3)cc12	-1.4	-8%	i	30	10	i	10%	-13%
CCOC(=O)C1=C(C)N=c2s/c(=C\c3cccc(OCC(=O)O)c3)c(=O)n2C1c1ccccc1 (configuration not stated)	-1.8	-2%	-27%	-8	-13	i	0%	7%
Cn1c(SCCOc2cccc(Cl)c2)nnc1-c1ccncc1	0.4	-1%	-16%	12	3	i	12%	2%
CC(C)c1ccc(N(C(=O)CNC(=O)c2ccco2)C(C(=O)NC2CCCC2)c2cccnc2)cc1 (configuration not stated)	2.8	1%	-30%[inhibitor]	2	-12	i	8%	-2%
O=C(NCC(c1ccco1)N1CCCC1)c1cc2ccccc2s1 (configuration not stated)	-0.7	1%	i	-59*	-19	i	7%	6%
CC(=O)NC(CC(=O)O)c1ccc(F)cc1 (configuration not stated)	-0.7	3%	-17%	-17	-8	i	-1%	3%
O=C(Nc1nc2ccc(F)cc2s1)Oc1ccccc1	1.8	1%	-33%	-8	-5	i	9%	7%
Cc1ccc([C@H]2C(C(=O)O)=CC[C@@H](c3ccc(Cl)cc3)N2S(=O)(=O)c2ccc(C)cc2)cc1	-0.4	1%	i	-51*	-8	i	-5%	-14%
Cc1cc2nncn2c2ccccc12	0.7	-6%	i	3	0	i	2%	-4%
Further results:
SMILES	CCT chaperon mod	Mm-Cpn inhibitor	PTHR1 agonist	D3 antag	D3 ag	pAkt inh	EPAC2 antagonist	EPAC2 ag
CCc1ccc(NC(=O)CSc2nc3cc(C(=O)OC)ccc3c(=O)n2Cc2ccco2)cc1	-2.1	0%	-11%[57.5 µM]	-1	-3	i	7%	6%
C[C@H](CO)N1C[C@H](C)[C@@H](CN(C)CC2CC2)Oc2c(NC(=O)Cc3ccccc3)cccc2C1=O	-0.3	1%	-36%[inhibitor]	33	4	i	-4%	5%
O=C(NCCCN1CCOCC1)C1CCN(S(=O)(=O)c2cccc(Cl)c2Cl)CC1	-1.5	0%	i	22	8	i	9%	-1%
C=CCSc1nnc(CSc2nc3sc4c(c3c(=O)[nH]2)CCCC4)n1-c1ccccc1	3.1	0%	i	8	-5	i	-1%	11%
CCCCCCNC(=O)O[C@H]1C[C@H](C(=O)OC)[C@H](C(=O)OC)C2CN(S(=O)(=O)c3ccc(C)cc3)C[C@@]21O (some centres not stated)	-6.9	x	i	6	4	i	-22%	-5%
Cc1ccc(S(=O)(=O)N2CCCCC2)cc1NC(=O)Cc1c[nH]c2ccccc12	-0.6	-3%	-25%	0	-1	i	-5%	6%
COc1ccc(N2C(=O)[C@@H]3C(c4cccnc4)=NO[C@@H]3C2=O)cc1	-4.5	-1%	i	3	2	i	-4%	6%
CCCn1c(SCC(=O)Nc2ccc(Cl)cc2)n[nH]c1=O	-4.4	0%	-26%	-14	-4	i	2%	7%
Cc1ccc(F)c(NC(=O)/C(C#N)=C(\O)c2ccc(C(C)(C)C)cc2)c1	-0.2	1%	i	-21	-1	i	-23%[57.1 µM]	-35%[inhibitor]
O=C1NC(=S)NC1=Cc1ccc(O)cc1	-0.3	x	-4%	-23	-11	i	2%	5%
Cc1noc(/C=C/NCc2cccnc2)c1S(=O)(=O)N(C)CC(=O)N1CCc2ccccc21	-2.0	-3%	-18%	-6	-5	i	-8%	8%
O=C(N/N=C/c1cc(Br)cs1)C(O)c1ccccc1 (configuration not stated)	0.1	-1%	i	-2	-2	i	-2%	-1%
O=C(NCc1ccccc1)c1ccc(C(=O)N(C2CCCCC2)C2CCCCC2)cc1	-0.8	0%	-8%[57.5 µM]	u	-18	x	-15%	3%
NC(=O)C1=C(c2ccccc2)c2ccccc2C1=O	0.9	x	-4%	-18	3	i	-2%	-6%

Source: PubChem (National Center for Advancing Translational Sciences (NCATS))
